Screens: PubChem, several laboratories
TNAP activators – human TNAP enzyme activators, primary screen, biochemical, luminescent, no phosphate acceptor, uHTS (AID 1001). purified TNAP, luminescent activation assay, no phosphate acceptor; higher activation fold means a stronger effect. activation fold at 20 µM; hits with a dose series show EC50 in µM. 0.03% of 200,000 active; in the data active = activation fold from about 3, or a potency from the dose series; inactive = the rest, 99 in 100 with activation fold below about 1.6; also: many of its hits are not listed in these tables
P. falciparum M17LAP – P. falciparum M17LAP inhibitors, primary screen, biochemical, fluorogenic H-Leu-NHMec substrate, 1536-well (AID 1619); recombinant M17LAP, H-Leu-NHMec fluorogenic kinetic assay; higher % means a stronger effect; inhibition, % at 30 µM, or IC50 in µM where a hit was titrated; 0.38% of 220,000 active;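 active = compound inhibiting the enzyme by more than half at any dose during confirmatory dose-response retesting; inconclusive = strong single-dose inhibitors picked by rank but not retested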;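 also: plate controls were full reaction with DMSO carrier for no effect and no enzyme background for full effect; strong numbers were not always called active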
PMI inhibitors – MPI enzyme activity inhibition – biochemical, fluorescence intensity, coupled assay, primary screen (AID 1209). inhibition, % at 20 µM, or IC50 in µM where a hit was titrated. purified PMI enzyme, coupled fluorescence intensity; higher % means a stronger effect. 0.42% of 190,000 active;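 also: plate controls were DMSO vehicle for no effect and wells lacking substrate for full effect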
P. falciparum M1AAP – malaria alanyl aminopeptidase activity blockers – biochemical, fluorogenic H-Leu-NHMec substrate, 1536-well (AID 1445) | recombinant M1AAP, H-Leu-NHMec fluorogenic kinetic assay; higher % means a stronger effect | inhibition, % at 30 µM; hits with a dose series show IC50 in µM | 0.42% of 220,000 active;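 active = primary inhibition above the hit cutoff, then over 50% inhibition at one or more dose response concentrations, cut at about 23% in these data, passing the limit was not always enough; inconclusive = conflicting primary data, or primary hits not chosen for dose response; inactive = low primary inhibition, or under 50% at every dose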;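 also: plate controls were DMSO full reaction for no effect and no enzyme background for full effect; strong numbers were not always called active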
LYP phosphatase – PTPN22 lymphoid phosphatase activity blockers – biochemical, fluorescence intensity, uHTS (AID 1779). recombinant LYP phosphatase, fluorescence intensity; higher % means a stronger effect. inhibition, % at 11.5 µM, or IC50 in µM where a hit was titrated. 0.054% of 290,000 active;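 also: plate controls were vehicle with enzyme for no effect and no enzyme for full effect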
human PMI inhibitors – MPI inhibition at elevated mannose 6-phosphate – biochemical, fluorescence intensity, high mannose 6-phosphate, primary screen (AID 1220); recombinant PMI enzyme, coupled fluorescence intensity; higher % means a stronger effect; inhibition, % at 20 µM, or IC50 in µM where a hit was titrated; 0.66% of 190,000 active
Myeloid diff MLP – promotes myeloid progenitor differentiation. ER-HoxA9 myeloid progenitors, lysozyme-GFP differentiation, flow cytometry. calls only at 10 µM. 1% of 360,000 active;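 active = normalized GFP-positive differentiation at or above the plate's own cutoff, the solvent-only control mean plus 3 SD; inconclusive = no clear call, values can overlap the other calls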;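 also: cells exposed to compound for four days before flow analysis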
CSM14.1 death rescue – rescue of cells from ER stress-induced death, primary screen, 384-well, CSM14.1, thapsigargin, ATP luminescence (AID 1222); CSM14.1 thapsigargin-induced death rescue, ATP luminescence; higher % means a stronger effect; cellular ATP content (survival), % at 20 µM; hits with a dose series show EC50 in µM; 190,000 tested, under 10 active;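 active = EC50 below 50 µM in the dose-response confirmation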;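 also: death triggered by thapsigargin at about 15 µM added after 2 h compound pretreatment; cell ATP read after overnight thapsigargin exposure of roughly 18 to 22 hours; normalized against plate controls of thapsigargin alone and 5% DMSO vehicle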
XIAP antagonists – XIAP antagonists, biochemical, IAP family, fluorescence polarization (AID 1018) | displacement, % at 20 µM; hits with a dose series show IC50 in µM | 0.007% of 200,000 active | XIAP BIR domain, fluorescence polarization peptide displacement; higher % means a stronger effect; in the data active = displacement above about 50%; also: a part of the inactive calls stands beside numbers as strong as those of hits
Myeloid diff MLP GFP+ MAC1+ % – further read-out of Myeloid diff MLP, marked with its call; GFP+ MAC1+ double positive, %; measured here: differentiation confirmed by MAC1 staining
Numbers without * were called inactive; i = inactive; ? = inconclusive; . = not tested or not shown. Rule as the data show it, unless noted: active = inhibition above about 50%; inactive = the rest.

SMILES | TNAP activators | P. falciparum M17LAP | PMI inhibitors | P. falciparum M1AAP | LYP phosphatase | human PMI inhibitors | Myeloid diff MLP | Myeloid diff MLP GFP+ MAC1+ % | CSM14.1 death rescue | XIAP antagonists
Cc1n[nH]c(C)c1Sc1ccccc1N=Cc1cc([N+](=O)[O-])ccc1O | 0.9 | 3% | 3% | 15% | 2% | -4% | . | . | -3.5% | -8.9%
O=C(CSc1nnnn1C1CCCCC1)Nc1ccc(F)cc1 | 1.1 | -4% | 1% | 2% | -2% | -3% | i | 0.0 | 2.0% | -2.6%
COc1ccccc1C(=O)NNC(=O)c1ccccc1[N+](=O)[O-] | 1 | 15% | 4% | 4% | -6% | 8% | i | 0.2 | 1.1% | -7.6%
O=C(NC1(C(F)(F)F)NC(=O)N(C2CCCCC2)C1=O)C1CC1 (stereo not drawn) | 1 | 9% | 11% | 6% | -4% | 6% | i | 0.2 | 1.1% | -0.3%
O=C(O)c1[nH]c2ccc(Cl)cc2c1CC(=O)N1CCN(c2ccccc2)CC1 | 0.9 | -4% | 1% | 3% | 2% | -3% | i | 0.8 | 4.0% | -4.1%
COc1ccc(S(=O)(=O)Nc2ccc(-n3cccc3)cc2)cc1 | 1.1 | 1% | 2% | -5% | -4% | 1% | i | 0.2 | -1.0% | -7.9%
COc1ccc(C2(O)CCN(C(=O)c3ccc4c(c3)OCO4)CC2)cc1 | 1 | 8% | 18% | 5% | -3% | 13% | i | 0.7 | -0.4% | -17%
CCn1c(=N)n(CCOc2ccc(OC)cc2)c2ccccc21 | 1.1 | -2% | 7% | -5% | -6% | 6% | i | 0.5 | -4.0% | -2.5%
COC(=O)CCN(C(=O)C12CC3CC(CC(C3)C1)C2)c1ccccn1 | 1 | 10% | 6% | 6% | -7% | 6% | i | 1.1 | -3.1% | -9.4%
CC1=CCC2C(=O)N(c3ccc4ccccc4n3)C(=O)C2C1 (stereo not drawn) | 1.1 | 13% | 22% | 0% | -5% | 22% | i | 1.1 | -1.8% | -1.4%
O=C(c1ccc(C(=O)N2CCCc3ccccc32)nc1)N1CCCc2ccccc21 | 1.1 | . | -6% | . | -5% | -4% | i | 6.8 | 0.2% | -1.9%
Clc1ccc(C(c2ccccc2)N2CCN(c3ccccn3)CC2)cc1 (stereo not drawn) | . | -2% | . | -1% | 4% | . | i | 0.2 | . | .
Cc1nn(-c2c(Cl)cc(Cl)cc2Cl)c(=O)c2ccccc12 | 1.1 | 4% | 5% | 4% | -9% | -1% | i | 1.1 | -0.6% | -7.2%
CCOc1ccc(-c2ccc(SCC(=O)NCC3CCCO3)nn2)cc1 (stereo not drawn) | 1 | 2% | 0% | -2% | -1% | -1% | i | 0.5 | . | -3.3%
O=C(O)CN(c1ccc(F)cc1)S(=O)(=O)c1ccc2c(c1)OCCO2 | 1.1 | 14% | 4% | 2% | -7% | 1% | i | 4.9 | -0.3% | -5.1%
Cc1ccc(NC(=O)C(c2ccccc2)C2CCCC2)cc1 (stereo not drawn) | 1.1 | 2% | 10% | 17% | -2% | 5% | i | 0.0 | 0.6% | -6.6%
Cc1ccc2c(n1)sc1c(-c3ccc(Br)cc3)c(C#N)c(N)nc12 | 0.8 | -5% | -1% | 12% | 2% | -14% | i | 0.0 | -0.3% | -28%
Cc1ccc(NC(=S)Nc2ccccn2)c(C)c1 | . | -9% | . | 7% | -5% | . | i | 0.5 | . | .
COc1cccc(NC(=O)Cn2cc3c(n2)CCCCC3)c1 | 0.9 | 27% | -13% | 3% | -12% | -15% | i | 1.5 | -1.8% | -6.1%
C[C@@H]1CN=C2N(CCNC(=O)CCC3CCCCC3)[C@H](Cc3ccc(O)cc3)CN21 | 1 | -3% | 85%* | -3% | -36% | -2% | i | 0.7 | 1.5% | -5.0%
CC(=O)N1CCc2cc(C(=O)CN3CCCN(Cc4ccc(F)cc4)C3)ccc21 | 1.2 | 1% | 0% | 2% | -2% | 0% | . | . | 0.2% | -2.8%
CCC(C)NC(=O)C1CCN(S(=O)(=O)c2cccs2)CC1 (stereo not drawn) | 1.1 | 18% | 16% | 4% | -7% | 9% | i | 0.8 | 3.3% | -3.0%
O=C(Cn1cnc2scc(-c3cccc([N+](=O)[O-])c3)c2c1=O)NCc1ccco1 | 1.1 | 3% | -1% | 1% | 1% | 16% | i | 0.5 | 1.5% | -4.6%
CC(CCc1ccccc1)NC(=O)CN(C)Cc1ccccc1F (stereo not drawn) | 1.1 | -3% | 10% | 11% | -7% | 7% | i | 1.6 | -12% | -7.1%
CC(C)CNC(=O)NC(=O)COC(=O)c1cc(F)cc(F)c1 | 1.1 | 10% | -6% | 7% | 0% | -5% | i | 0.4 | -0.7% | -3.0%
Cc1ccc(C)c(S(=O)(=O)Nc2ccc(O)c(Sc3ncn[nH]3)c2)c1 | . | 8% | . | 4% | -2% | . | i | 0.3 | . | .
COc1ccc(C2(O)CCN(CC(=O)Nc3nc(-c4ccccc4)cs3)CC2)cc1 | 1.2 | -5% | 27% | 3% | -2% | 24% | i | 0.7 | 0.7% | -4.5%
NC1=NC(=O)/C(=C\c2cccs2)S1 | 1.2 | 17% | 10% | 14% | 3% | 7% | i | 1.5 | -1.7% | -6.6%
COc1ccc(NC(=S)Nc2ccc3cn[nH]c3c2)cc1 | 1.1 | 24% | 18% | 3% | -3% | 49% | i | 0.0 | 0.1% | -0.6%
O=C(COc1ccc(-c2nnco2)cc1)NCc1ccccc1Cl | 1.1 | -6% | 2% | -1% | -10% | -11% | i | 0.5 | -0.7% | -0.1%
O=C(/C=C/c1ccc(Cl)cc1)NC(=S)Nc1ccc(NC(=O)c2ccco2)cc1 | 1 | 2% | 2% | 4% | -4% | -9% | ? | . | 5.7% | -5.8%
CC1(C)Cc2c(sc(NC(=O)C3CC(Cl)=CCC3C(=O)O)c2C#N)CO1 (stereo not drawn) | 1 | 1.4µM* | -5% | 2% | 7% | -6% | i | 0.1 | -0.9% | -4.4%
CCn1nc(C(C)C(=O)O)c2ccccc2c1=O (stereo not drawn) | 1.1 | 2% | 5% | 11% | -7% | 5% | i | 0.6 | 2.5% | 21%
CC(C)C(C(=O)Nc1ccc(N2CCOCC2)cc1)N1C(=O)c2ccccc2C1=O (stereo not drawn) | 1.1 | 1% | 6% | 3% | -3% | 14% | i | 8.6 | -0.7% | -1.8%
CCOc1cc(C(=O)N2CCN(C/C=C/c3ccccc3)CC2)cc(OCC)c1OCC | 1.1 | 5% | -3% | -4% | -3% | 5% | i | 1.4 | 0.2% | 2.1%
CC1=C(C#N)C(c2cccnc2)C2=C(N1)c1ccccc1C2=O (stereo not drawn) | 0.8 | 8% | -23% | 5% | -2% | -2% | i | 0.4 | 2.4% | -7.8%
Cc1noc(C)c1CSc1ncnc2sc3c(c12)CCCCC3 | 1 | 6% | 10% | -2% | -3% | 19% | i | 0.4 | -3.4% | -1.5%
COC(=O)c1ccc(Sc2ccc(F)cc2)c(N)c1 | 1.1 | -4% | 11% | 3% | -4% | -7% | i | 5.2 | -0.7% | -2.6%
O=C(O)c1ccc(-c2nc3ccccc3[nH]2)cc1 | 1.1 | -77% | -15% | 2% | -13% | -31% | i | 1.1 | -1.8% | -4.4%
O=C(CN1CCN(c2nc(-c3ccc(F)cc3)cs2)CC1)Nc1ccc2c(c1)OCO2 | 1.2 | -7% | 5% | -14% | 10% | 1% | i | 4.2 | 0.7% | -2.5%

4 compounds drawn at random from those above:
SMILES | TNAP activators | P. falciparum M17LAP | PMI inhibitors | P. falciparum M1AAP | LYP phosphatase | human PMI inhibitors | Myeloid diff MLP | Myeloid diff MLP GFP+ MAC1+ % | CSM14.1 death rescue | XIAP antagonists
O=C(CN1CCN(c2nc(-c3ccc(F)cc3)cs2)CC1)Nc1ccc2c(c1)OCO2 | 1.2 | -7% | 5% | -14% | 10% | 1% | i | 4.2 | 0.7% | -2.5%
CCC(C)NC(=O)C1CCN(S(=O)(=O)c2cccs2)CC1 (stereo not drawn) | 1.1 | 18% | 16% | 4% | -7% | 9% | i | 0.8 | 3.3% | -3.0%
CC(C)C(C(=O)Nc1ccc(N2CCOCC2)cc1)N1C(=O)c2ccccc2C1=O (stereo not drawn) | 1.1 | 1% | 6% | 3% | -3% | 14% | i | 8.6 | -0.7% | -1.8%
CC1=C(C#N)C(c2cccnc2)C2=C(N1)c1ccccc1C2=O (stereo not drawn) | 0.8 | 8% | -23% | 5% | -2% | -2% | i | 0.4 | 2.4% | -7.8%

More compounds follow.
SMILES | TNAP activators | P. falciparum M17LAP | PMI inhibitors | P. falciparum M1AAP | LYP phosphatase | human PMI inhibitors | Myeloid diff MLP | Myeloid diff MLP GFP+ MAC1+ % | CSM14.1 death rescue | XIAP antagonists
O=c1cnnc(N/N=C/c2cccs2)[nH]1 | . | 12% | . | 0% | 1% | . | i | 0.4 | . | .
C[C@]12CC[C@@H]3c4ccc(O)cc4CC[C@H]3[C@@H]1CCC2=O | 1.1 | 3% | -5% | 8% | -8% | 0% | i | 3.8 | 0.2% | 12%
COc1ccc(CCN2C(=O)CC(NNC(=O)c3ccccc3Br)C2=O)cc1OC (stereo not drawn) | 1.1 | 11% | 8% | -3% | -7% | 4% | i | 0.8 | -2.7% | -8.5%
NCC(=O)c1cccc2ccc[n+]([O-])c12 | . | 2% | . | 2% | -7% | . | i | 0.2 | . | .
NC(=O)C1CCN(C(=O)c2cc3ccccn3n2)CC1 | 1.1 | 2% | -4% | 1% | 3% | -2% | i | 4.0 | -0.9% | -4.9%
Cc1oc2ccc(OCc3c(F)cccc3Cl)cc2c1C(=O)O | . | -14% | . | 9% | -4% | . | i | 0.4 | . | .
CC(=O)N1N=C(c2cccs2)CC1c1cc2cc(C)ccc2nc1Cl (stereo not drawn) | . | -3% | . | 4% | -6% | . | i | 0.7 | . | .
COc1ccc(C(=O)/C(C)=N/O)cc1OC | 1.1 | 2% | 16% | 17% | 4% | 13% | i | 7.6 | 3.8% | -5.7%
COC(=O)C1C(=O)c2c([nH]c(C(=O)OC3CCCC3)c2C)CC1C (stereo not drawn) | 1.1 | 2% | 7% | 7% | -2% | 6% | i | 0.1 | -1.6% | 0.5%
Cc1cc2ncn(N)c2cc1C | 1.1 | 5% | 9% | 5% | -6% | 8% | i | 12 | 2.8% | -3.4%
COc1ccccc1/C=N/NC(=O)C(C)Cn1cnc2ccccc21 (stereo not drawn) | 1.2 | 19% | 5% | 10% | -3% | -3% | i | 0.1 | -1.2% | -4.5%
CN1CCN(CC(=O)NC2CCCCC2)CC1 | 1.1 | 0% | -7% | -4% | -5% | -12% | i | 0.1 | -2.7% | -2.7%
O=c1c(C(c2ccccc2)c2c(O)nc3n(c2=O)CCCS3)c(O)nc2n1CCCS2 | 1.1 | 20% | 7% | 14% | -8% | -3% | i | 0.6 | 9.6% | -5.2%
CC(NC(=O)c1sc2cc([N+](=O)[O-])ccc2c1Cl)C(C)(C)C (stereo not drawn) | 1.1 | -11% | 57%* | 5% | 3% | 23% | i | 0.9 | 0.0% | -1.9%
CN(C)CCN1C(=O)c2oc3ccccc3c(=O)c2C1c1ccccc1 (stereo not drawn) | 1.1 | . | -12% | . | -8% | 5% | . | . | 1.4% | -1.6%
